Bioassay records (PubChem)
RGS4 inh – inhibitors of human RGS4; P49798; HEK293 M3R/RGS4 inducible, Fluo-4 calcium flux; stronger effect = higher value; triggered by carbachol at its EC20; B-score at 10 µM; AID 463165; 0.45% of 310,000 active;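 active means B-score, a plate-corrected calcium signal, over three deviations above library mean, with baseline fluorescence within five deviations of library mean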;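 further: RGS4 expression induced by doxycycline in cells with stable M3 receptor; B-score is computed from the integrated fluorescence ratio over baseline after carbachol; higher B-score means a larger calcium signal and so more RGS4 inhibition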
Dyrk1A ADPGlo – inhibitors of rat Dyrk1A kinase; Q63470; ADP-Glo luminescence, NFATc1 peptide; inhibition, % at 12.5 µM; 0.43% of 310,000 active; in the data active means inhibition above about 50%;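 further: plate controls were vehicle with enzyme for no effect and no enzyme for full effect; many of its hits are not listed in these tables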
GSK3 alpha inh – inhibitors of human GSK-3 alpha kinase; P49840; ADP-Glo luminescence, 60 min; inhibition, % at 10 µM; 0.1% of 320,000 active;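 in the data active means inhibition above about 50%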;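 further: GST-tagged GSK-3 alpha with peptide substrate and 25 µM ATP; 0% = DMSO neutral wells and 100% = GW8510 positive control wells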
Target sequence (P49840 whole entry, looked up): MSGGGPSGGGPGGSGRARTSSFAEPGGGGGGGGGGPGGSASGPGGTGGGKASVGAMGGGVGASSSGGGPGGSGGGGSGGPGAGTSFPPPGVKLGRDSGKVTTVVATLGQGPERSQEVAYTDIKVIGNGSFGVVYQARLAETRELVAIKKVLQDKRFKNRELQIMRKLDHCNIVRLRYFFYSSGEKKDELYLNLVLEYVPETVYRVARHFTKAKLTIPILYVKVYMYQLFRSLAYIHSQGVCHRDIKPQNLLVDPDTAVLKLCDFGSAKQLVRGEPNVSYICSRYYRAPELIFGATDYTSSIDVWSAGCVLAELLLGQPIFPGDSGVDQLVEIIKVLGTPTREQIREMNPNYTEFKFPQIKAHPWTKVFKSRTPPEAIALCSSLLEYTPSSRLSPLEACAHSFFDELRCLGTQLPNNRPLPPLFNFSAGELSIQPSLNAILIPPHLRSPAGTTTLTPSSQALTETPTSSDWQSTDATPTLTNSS
GSK3beta inhib – human GSK3beta kinase inhibition; P49841; GST-GSK3beta kinase, ADP-Glo luminescence, 60 min; stronger effect = lower value; activity score (negative = inhibition), % at 10 µM; 0.038% of 300,000 active; AID 2097;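 active means more than half of replicate wells score below -50%, meaning over 50% inhibition versus plate controls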;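 further: 0% = median DMSO wells and -100% = median GW8510 positive control wells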
Target sequence (P49841 whole entry, looked up): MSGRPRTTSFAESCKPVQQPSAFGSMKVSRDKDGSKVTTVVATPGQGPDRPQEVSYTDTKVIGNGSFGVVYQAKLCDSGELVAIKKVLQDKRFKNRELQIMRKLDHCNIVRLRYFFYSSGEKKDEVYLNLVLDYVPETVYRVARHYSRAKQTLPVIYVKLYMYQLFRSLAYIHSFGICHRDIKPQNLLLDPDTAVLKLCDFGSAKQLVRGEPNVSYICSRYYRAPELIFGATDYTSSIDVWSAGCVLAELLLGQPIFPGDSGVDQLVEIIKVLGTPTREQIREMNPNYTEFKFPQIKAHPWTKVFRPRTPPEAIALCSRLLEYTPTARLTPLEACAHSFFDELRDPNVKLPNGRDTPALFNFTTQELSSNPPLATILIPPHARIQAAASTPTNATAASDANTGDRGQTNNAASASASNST
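Assay system: GST-fused GSK3beta enzyme, cell-free / Medium: Tris pH 7.5 buffer with MgCl2, DTT, BSA, heparin / Also added: peptide substrate plus 25 µM ATP (final) / Compound: 10 µM single point / Timing: kinase reaction with compound 60 min at room temperature / Detection: ADP-Glo luminescence / Benchmarks: DMSO neutral wells and GW8510 at 20 µM as positive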
KCNK9 inh – human KCNK9 channel inhibition. Q9NPC2. AID 488922. B-score at 10 µM. HEK293 KCNK9, FluxOR thallium flux fluorescence; stronger effect = lower value. 1.2% of 310,000 active;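 active means ratio B-score over 3 SD below the library mean, with starting fluorescence within 5 SD of its mean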;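 further: negative B-score means less thallium flux so channel inhibition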
KCNK3 inh – human KCNK3 channel inhibition, primary screen; 0.84% of 340,000 active; CHO-KCNK3 thallium flux, FluxOR fluorescence; stronger effect = lower value; B-score at 10 µM; O14649;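 active means B-score under library mean minus 4 SD, starting fluorescence ratio at most library mean plus 5 SD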;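 further: more negative B-score means stronger inhibition of thallium flux through KCNK3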
KCNQ1 pot – potentiates or activates the human KCNQ1 potassium channel; P51787; CHO-K1 KCNQ1, thallium flux FluxOR fluorescence; stronger effect = higher value; B-score at 10 µM; 0.35% of 310,000 active; AID 2648;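 active means fluorescence ratio B-score, a plate-corrected score, at least three library SD, with initial intensity B-score within 5 SD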
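Schedule – 37 °C overnight plating, 90-min dark dye load, 20-min compound pretreatment · System – stable KCNQ1 CHO-K1 line · Probe or stimulus – thallium- and potassium-containing depolarizing buffer · Measured by – kinetic FluxOR fluorescence, 10 s baseline plus 110 s post-stimulus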
PolyA inhibitor – yeast polyadenylation inhibition. S. cerevisiae SKY197-pL101 polyadenylation reporter, beta-gal luminescence; efflux-impaired pdr1/pdr3 knockout yeast; score 100 = 6 SD above DMSO. calls only at 12 µM. 0.02% of 300,000 active. AID 1875;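 active means lowest replicate activity score at least 50, where 100 means six control SD above control mean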;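 further: yeast exposed to compound for 9 h at 30 °C; higher score means more reporter readthrough which indicates perturbed polyadenylation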
RGS4 act – RGS4 potentiation or activation; HEK293 M3R/inducible RGS4, carbachol calcium flux Fluo4; stronger effect = lower value; B-score at 10 µM; 0.92% of 310,000 active;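 active means B-score of the integrated calcium signal more than 4 SD below the library mean, with starting fluorescence not abnormally high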;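 further: negative B-score means reduced calcium response which marks RGS4 activation or potentiation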
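Assay system: HEK293 FlpIn-TREx cells, stable M3R, doxycycline-inducible RGS4 / Probe or stimulus: carbachol, ECmax concentration / Times: overnight RGS4 induction, 30 min dye load 37 °C, 20 min compound RT / Signal: kinetic calcium fluorescence imaging with Fluo4-AM dye, 2 µM / Measure: Agonist-evoked peak-minus-minimum fluorescence over baseline, integrated ratio, B score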
hERG protect – compounds protecting human hERG from proarrhythmic drug block | AID 1511 | 0.51% of 310,000 active | activation (rescue from dofetilide block), less the hit threshold, % at 10 µM | CHO-hERG, FluxOR thallium flux, dofetilide IC70 present | Q12809;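 active means activation above the mean of controls blocked by dofetilide plus 5 SD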;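 further: thallium influx through hERG after potassium depolarization seen as dye fluorescence rise; in these data hits start at about 4.7%; inactives centre near -7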
KCNQ1 block – blocks the human KCNQ1 potassium channel; P51787; AID 2642; B-score at 10 µM; CHO-K1 KCNQ1, FluxOR thallium flux fluorescence; stronger effect = higher value; 1.3% of 310,000 active;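 active means compounds whose thallium flux B-score, printed positive for inhibition, exceeds three library SD while starting fluorescence stays within three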;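 further: channel opened by potassium depolarization with thallium stimulus after 20 min compound exposure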
* marks the source's active call; other numbers are inactive results; i = inactive; · = no result given. These rows are one share of the data; the hit share may differ from the screen's.

Fields – RGS4 inh	Dyrk1A ADPGlo	GSK3 alpha inh	GSK3beta inhib	KCNK9 inh	KCNK3 inh	KCNQ1 pot	PolyA inhibitor	RGS4 act	hERG protect	KCNQ1 block
1. COC(=O)c1ccc(N2CCN(CC(=O)c3ccc(-c4ccccc4)cc3)CC2)c([N+](=O)[O-])c1
→ i	14.1	-4.6	4.9	i	i	i	i	i	-10.2	i
2. COc1ccc(NC(=O)N(CCCN2CCOCC2)Cc2cccnc2)c(OC)c1
→ i	3.7	0.4	0.2	i	i	i	i	i	-0.7	i
3. NNC(=O)C1CCCN1S(=O)(=O)c1ccc(Cl)cc1 (stereo not drawn)
→ i	0.0	-0.5	0.4	i	i	i	i	i	-4.5	i
4. CC(C)OCCCn1c(=S)[nH]c2cc3c(cc2c1=O)OCO3
→ i	-4.2	-0.5	1.5	i	i	i	i	i	-15.4	i
5. O=C(CSc1ccc(-c2ccccn2)nn1)NC1CCCCC1
→ i	·	-2.6	-2.3	i	i	i	i	i	-8.8	i
6. Cc1ccc(S(=O)(=O)CNC(=O)c2ccccc2)cc1
→ i	-1.1	-2.7	0.7	i	i	i	i	i	-1.1	i
7. Cc1ccc(NC(=O)c2c(C)noc2C)cc1
→ i	-5.8	-9.2	2.4	i	i	i	i	i	-5.7	i
8. O=C(CC12CC3CC(CC(C3)C1)C2)N/N=C/c1ccncc1
→ i	1.6	-1.3	-1.4	i	i	i	i	i	-11.7	i
9. COCCn1c(Cc2ccccc2)nnc1SCC(=O)Nc1oc(C)c2c(C)n[nH]c(=O)c12
→ i	-2.0	-1.8	-3.9	i	i	i	i	i	-6.0	i
10. CCOc1ccccc1NC(=O)c1cc(S(=O)(=O)NCc2ccco2)ccc1F
→ i	-0.8	-18.0	3.9	i	i	i	i	i	-4.5	i
11. Cc1ccc(CNC(=O)c2ccc([N+](=O)[O-])o2)cc1
→ i	-2.1	-1.5	-1.8	i	i	i	i	i	-6.7	i
12. COc1ccc(N(CC(=O)Nc2ccc(F)c(F)c2)S(=O)(=O)c2c(C)n[nH]c2C)cc1
→ i	-1.8	-1.6	3.4	i	i	i	i	i	-5.9	i
13. C=CCNC(=O)c1nn2cccnc2c1Cl
→ i	·	-2.8	2.3	i	i	i	i	i	-10.0	i
14. CCCN1C(=O)CC(C(=O)OC)=C1C
→ i	-3.7	-1.2	2.5	i	i	i	i	i	-9.7	i
15. CCOc1ccccc1CNC(=O)C1CCN(C(=O)c2sccc2-n2cccc2)CC1
→ i	-1.8	-1.0	-1.8	i	i	i	i	i	-6.2	i
16. O=C(Nc1ccccc1)c1cc2n(n1)C(C(F)(F)F)CC(C1CC1)N2 (stereo not drawn)
→ i	-5.3	-0.7	3.6	i	i	i	i	i	-3.7	i
17. Cc1ccc(S(=O)(=O)N2CC(O)CC2C(=O)OCC(=O)c2ccccc2Cl)cc1C (stereo not drawn)
→ i	5.9	·	3.0	i	i	i	i	i	-9.9	i
18. CCCc1[nH]nc2c1C(c1ccsc1)C(C#N)=C(N)O2 (stereo not drawn)
→ i	0.0	16.2	0.3	i	i	i	i	i	-4.6	i
19. O=C(/C=C/c1cccs1)NC(=S)NNC(=O)Cc1cccs1
→ i	0.2	24.8	2.6	i	i	i	i	i	-6.4	i
20. O=C(NC1CCC(=O)N(CCSc2ccccc2)CC1)OCc1ccccc1 (stereo not drawn)
→ i	6.1	2.4	4.5	i	i	i	i	i	-7.1	i
21. CC1=NN(C(N)=S)C(=O)C1N=Nc1ccccc1 (stereo not drawn)
→ i	1.0	-4.1	-5.6	i	i	i	i	i	-4.7	i
22. CCOC(=O)N1CCN(Cc2nc(-c3ccccc3)no2)CC1
→ i	10.0	0.0	0.2	i	i	i	i	i	-1.6	i
23. O=C(NCCCn1ccnc1)c1cc(-c2ccncc2)nc2ccccc12
→ i	·	1.3	-2.2	i	i	i	i	i	-5.8	i
24. O=C(Cn1c(NCCO)nc2ccccc21)c1ccc(Cl)cc1
→ i	-5.8	-0.9	0.3	i	i	i	i	i	-0.7	i
25. COc1cccc(N(CC(=O)N2CCN(C)CC2)S(=O)(=O)c2ccc(C)cc2)c1
→ i	-0.2	-1.0	-2.2	i	i	i	i	i	-3.5	i
26. COC(=O)c1ccc(Cn2nnc3ccccc32)cc1
→ i	-2.1	-2.1	1.6	i	i	i	i	i	1.6	i
27. COc1cccc(C(=O)N(Cc2nc(-c3cccc(C)c3)no2)C(C)C)c1OC
→ i	-1.2	-1.6	1.4	i	i	i	i	i	-11.8	i
28. COc1ccc(NC(=O)CCN2CCN(S(=O)(=O)c3ccc(C(C)C)cc3)CC2)cc1
→ i	-6.2	-1.6	1.3	i	i	i	i	i	-14.8	i
29. COc1ccc(-c2nnc(SCc3csc(N)n3)n2C)cc1
→ i	-0.2	-0.7	7.1	i	i	i	i	i	-9.7	i
30. Cc1nc(NC(=O)c2csc3ccccc23)sc1C
→ i	4.2	-0.6	4.0	i	i	i	i	i	-9.4	i
31. COc1ccc(NC(=O)N2CCOCC2)cc1
→ i	1.1	0.3	-2.9	i	i	i	i	i	-11.6	i
32. CCOC(=O)c1oc2cc(O)c(CC)cc2c(=O)c1-c1cscn1
→ i	-2.3	-1.5	0.3	i	i	i	i	i	-4.0	i
33. CC(C)OCCCNC(=O)c1cn(C)c2ccc(S(=O)(=O)N(C)C3CCCCC3)cc2c1=O
→ i	0.0	-1.6	-0.2	i	-9.12*	i	i	i	-9.5	i
34. CCn1c(CNc2ccc(Cl)cc2)nnc1SCCN1CCCCC1
→ i	10.0	7.5	-2.9	i	i	i	i	i	-10.1	i
35. O=C(NCCNS(=O)(=O)c1cccc(C(F)(F)F)c1)c1cc(OCC(F)(F)F)ccc1OCC(F)(F)F
→ i	-14.9	0.3	2.1	i	i	i	i	i	-14.2	i
36. COc1ccc(/C=C2\SC(=O)N(CC(=O)Nc3ccc(O)cc3)C2=O)cc1OC
→ i	-2.4	-2.1	2.8	i	i	i	i	i	-9.2	i
37. CC(C)(C)C(=O)Nc1ccccc1C(=O)Nc1ccccn1
→ i	-7.3	1.9	1.7	i	i	i	i	i	-5.8	i
38. CCOc1ccccc1N1CCN(S(=O)(=O)c2ccc(Cl)s2)CC1
→ i	-9.8	-4.4	2.5	i	i	i	i	i	-7.0	i
39. COc1ccc(NC(=O)C2CC(=O)N(C(C)C)C2)cc1 (stereo not drawn)
→ i	7.9	0.6	2.7	i	i	i	i	i	-11.7	i
40. COc1cc(/C=N/Nc2nncc3ccccc23)cc(OC)c1OC
→ i	18.6	-1.3	0.9	i	i	i	i	i	-4.4	i
41. CC(C)(C)C(=O)NC1=NN(c2c(Cl)cc(Cl)cc2Cl)C(=O)C1
→ i	-0.8	-2.0	0.3	i	i	i	i	i	-16.2	i
42. O=C(COc1ccc2ccccc2c1)NCC(=O)N/N=C/c1ccco1
→ i	6.6	-0.8	3.7	i	i	i	i	i	-5.6	i
43. COc1ccc(Cc2nc3ccc(C(=O)N(C)CC4COCCO4)cc3o2)cc1 (stereo not drawn)
→ i	8.4	-0.3	0.2	i	i	i	i	i	-4.1	i
44. Clc1cccc(N/N=C(\Cc2nc3ccccc3[nH]2)c2ccccc2)c1
→ i	13.2	·	1.8	i	i	i	i	i	-8.7	i
45. CCCCOCC1CN(c2ccccc2)C(=O)CS1 (stereo not drawn)
→ i	-10.4	-1.4	-1.1	i	i	i	i	i	-21.0	i
46. CNS(=O)(=O)c1cc(N)ccc1C
→ i	-8.9	-1.2	7.4	i	i	i	i	i	-9.2	i
47. CC(C)Oc1ccc(/C=N/NC(=O)c2nnn(-c3nonc3N)c2CN(C)C2CCCCC2)cc1
→ i	-0.6	-13.7	-2.2	i	i	i	i	i	-1.3	i
48. Clc1ccccc1Cn1nc(-c2ccccc2)nc1-c1ccccc1
→ i	-6.3	-1.7	4.0	i	i	i	i	i	-10.9	i
49. O=C(NCCc1ccc(Cl)cc1)C1CCCN1C(=O)Nc1ccc(F)cc1 (stereo not drawn)
→ i	-2.3	-1.5	-2.2	i	i	i	i	i	-0.2	i
50. O=C(NCCC1=CCCCC1)C(=O)NCc1ccccc1Cl
→ i	7.9	·	-9.4	i	i	i	i	i	-8.6	i
51. O=S(=O)(NCCSc1ccccn1)c1ccc(Cl)cc1
→ i	-3.9	-2.2	5.1	i	i	i	i	i	-9.1	i

Laid out differently: results already given
No.	Structure	RGS4 inh	Dyrk1A ADPGlo	GSK3 alpha inh	GSK3beta inhib	KCNK9 inh	KCNK3 inh	KCNQ1 pot	PolyA inhibitor	RGS4 act	hERG protect	KCNQ1 block
4	CC(C)OCCCn1c(=S)[nH]c2cc3c(cc2c1=O)OCO3	i	-4.2	-0.5	1.5	i	i	i	i	i	-15.4	i
5	O=C(CSc1ccc(-c2ccccn2)nn1)NC1CCCCC1	i	·	-2.6	-2.3	i	i	i	i	i	-8.8	i
6	Cc1ccc(S(=O)(=O)CNC(=O)c2ccccc2)cc1	i	-1.1	-2.7	0.7	i	i	i	i	i	-1.1	i
7	Cc1ccc(NC(=O)c2c(C)noc2C)cc1	i	-5.8	-9.2	2.4	i	i	i	i	i	-5.7	i
8	O=C(CC12CC3CC(CC(C3)C1)C2)N/N=C/c1ccncc1	i	1.6	-1.3	-1.4	i	i	i	i	i	-11.7	i
9	COCCn1c(Cc2ccccc2)nnc1SCC(=O)Nc1oc(C)c2c(C)n[nH]c(=O)c12	i	-2.0	-1.8	-3.9	i	i	i	i	i	-6.0	i
10	CCOc1ccccc1NC(=O)c1cc(S(=O)(=O)NCc2ccco2)ccc1F	i	-0.8	-18.0	3.9	i	i	i	i	i	-4.5	i
11	Cc1ccc(CNC(=O)c2ccc([N+](=O)[O-])o2)cc1	i	-2.1	-1.5	-1.8	i	i	i	i	i	-6.7	i
